S aureus QS inh: S. aureus quorum sensing inhibition. S. aureus RN6390 RNAIII-GFP reporter, AIP-induced, flow cytometry 3 h. inhibition, % at 2 µM. 24,000 compounds, 0.3% hits;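 active = share of bacteria positive for the green fluorescent reporter and its mean brightness both inhibited by 50% or more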;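 note: 0% = AIP-stimulated control and 100% = unstimulated bacteria without AIP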
S aureus QS inh GFP MFI %: further read-out of S aureus QS inh, marked with its call; inhibition, %; measured here: inhibition of GFP MFI
An asterisk follows results filed as active; & = joins results of further samples. Only part of the results is shown, so the mix of outcomes need not match the whole.

SMILES	S aureus QS inh	S aureus QS inh GFP MFI %
CCN1CCN(c2cc(C)c3cc(NC(=O)c4cnccn4)ccc3n2)CC1	-5.9	-7.7
CCOC(=O)c1c(NC(=O)Cn2c(C)nc3ccccc32)sc2c1CCC2	-3.6	-3.6
COc1ccc(NC(=O)c2ccc3c(=O)n(Cc4ccco4)c(=S)[nH]c3c2)c(OC)c1	-0.1	5.4
COc1ccc(NC(=O)N2CCC(c3nc(-c4cccs4)no3)CC2)cc1	-0.1	10.2
CCc1cccc2c(=O)c(C(=O)NCCN3CCOCC3)c[nH]c12	0.0	2.5
COC(=O)c1nnn(CC(=O)Nc2cccc(Cl)c2)c1C(=O)OC	1.3	0.4
CCOC(=O)c1[nH]c(C)c(C(=O)NCc2ccc(OC)cc2)c1C	2.0	32.6
COc1cc(OC)c(C2C3=C(CCCC3=O)Nc3nc4ccccc4n32)cc1OC (stereo unspecified)	-8.7	-45.4
O=C(CCCn1c(=S)[nH]c2cc3c(cc2c1=O)OCO3)N1CCN(c2ccccc2F)CC1	7.8	8.8
O=C(Cn1cnc2c(nnn2Cc2ccc(F)cc2)c1=O)N1CCCCC1	-3.4	-3.2
O=C(COc1ccccc1F)NC1CC1	0.3	9.2
O=C(NCc1cccs1)c1noc2c1CCCC2	5.4	13.1
CC(C)(C)Nc1nc(OCC(F)(F)F)nc(OCC(F)(F)F)n1	3.3	9.9
Cc1nc2ccccc2c2oc(C(=O)NCCCN3CCC(C)CC3)cc12	-5.1	-6.9
Cc1onc(-c2ccccc2)c1C(=O)Nc1nnc(N(C)Cc2ccccc2)s1	-14.1	-38.1
COc1ccccc1NC(=O)C1CCCN(S(=O)(=O)c2cnc[nH]2)C1 (stereo unspecified)	-3.3	-13.9
C[C@]12CCC(=O)C=C1CC[C@@H]1[C@@H]2[C@@H](O)C[C@@]2(C)[C@H]1CC[C@]2(O)C(=O)COC(=O)CCC(=O)O	0.0&-2.1	17.6&-21.2
O=C1CC(N2CCN(c3ccc(F)cc3)CC2)C(=O)N1Cc1cccs1 (stereo unspecified)	-2.3	-12.1
CCc1ccccc1N1CC23C=CC(O2)C(C(=O)OCC(C)C)C3C1=O (stereo unspecified)	3.0	13.1
CCC(=O)N1c2ccc(S(=O)(=O)CCC(=O)NC3CCCC3)cc2CC1C (stereo unspecified)	0.1	5.4
O=C(NC1CCCCC1)N1CCC(n2c(=O)[nH]c3ccccc32)CC1	-0.9	0.2
CCOc1ccc(-c2nnc3ccc(SCc4ccc(C(=O)OC)o4)nn23)cc1	6.6	10.4
Cc1cc(NC(=O)CSc2nnc(Cn3c(=O)sc4ccccc43)n2-c2ccccc2C)no1	-2.3	-21.5
Cc1cc(C)cc(-n2ccnc2SCC(=O)Nc2ccc3c(c2)OCCO3)c1	3.7	14.6
CCN(CCNC(=O)C1CCN(c2nnc(-n3cccc3)s2)CC1)c1ccccc1	-2.7	-9.7
CCOc1ccccc1C(=O)N1CCN(c2cccc(Cl)c2)CC1	0.1	11.1
CC(=O)c1cn(CC(=O)NCc2ccc3c(c2)OCO3)c2ccccc12	-0.4	4.7
CCC(C(=O)N1CCOCC1)n1c(C(=O)OC)cc2occc21 (stereo unspecified)	0.0	15.8
CCOCCCNC(=O)c1c(C)[nH]c(C(=O)OCC)c1C	3.0	35.9
O=S(=O)(Nc1ccc2c(c1)OCCO2)c1cnc[nH]1	-5.1	-52.7
COc1ccc(S(=O)(=O)n2nc(OC(=O)c3cccs3)cc2N)cc1	1.5	8.5
NS(=O)(=O)c1ccc(NC(=O)CSc2nnc(Cc3cccs3)n2-c2ccccc2)cc1	4.8	19.5
CC(C)OC(=O)c1cc2ccccc2oc1=O	-2.5	-5.1
O=C(Nc1ccc(Br)c2cccnc12)c1ccc(Cn2cc(Cl)cn2)o1	-0.9	20.7
CN(C)CCCNC(=O)c1ccc(CN(c2ccccc2)S(C)(=O)=O)cc1	-1.3	1.7
CC(=O)N1CCc2cc(S(=O)(=O)NC(C(=O)NC3CCCc4ccccc43)C(C)C)ccc21 (stereo unspecified)	-3.3	-26.4
CN(C)c1ccc(C2N(c3ccc(F)cc3)C(=O)C3CCCN32)cc1 (stereo unspecified)	10.8	6.3
CC(=O)c1c(N=CN(C)C)nc(C)nc1-c1ccccc1	0.5	-12.6
Cc1ccc2cc3cc(C(=O)N4CCCCCC4)oc3nc2c1	0.0	-7.3
Cc1sc2nc3n(c(=O)c2c1C)NC(=O)CC3	-3.0	-3.8

Exported with values under each structure: part of the list above
Results follow in this order: S aureus QS inh	S aureus QS inh GFP MFI %
CCN(CCNC(=O)C1CCN(c2nnc(-n3cccc3)s2)CC1)c1ccccc1
    -2.7	-9.7
CCOc1ccc(-c2nnc3ccc(SCc4ccc(C(=O)OC)o4)nn23)cc1
    6.6	10.4
CC(=O)N1CCc2cc(S(=O)(=O)NC(C(=O)NC3CCCc4ccccc43)C(C)C)ccc21 (stereo unspecified)
    -3.3	-26.4
CC(=O)c1cn(CC(=O)NCc2ccc3c(c2)OCO3)c2ccccc12
    -0.4	4.7
Cc1sc2nc3n(c(=O)c2c1C)NC(=O)CC3
    -3.0	-3.8
O=S(=O)(Nc1ccc2c(c1)OCCO2)c1cnc[nH]1
    -5.1	-52.7

Going on with the list.
SMILES	S aureus QS inh	S aureus QS inh GFP MFI %
COc1ccc(NC(=O)CN2CCN(CC(=O)Nc3ccccc3F)CC2)c(OC)c1	-8.2	-25.9
CCOC(=O)C1CCN(C(=O)CC2C(=O)N(Cc3ccccc3)C(C)c3nc4ccccc4n32)CC1 (stereo unspecified)	-1.6	10.1
CC(C)[C@H](NC(=O)[C@@H]1CSCN1C(=O)OC(C)(C)C)C(=O)NCC1CCC(C(=O)O)CC1 (stereo partly specified)	-1.1	-3.7
Cc1ccc2c(c1)NC(=O)C(CC(=O)N(C)Cc1ccccc1)O2 (stereo unspecified)	2.5	7.4
CC(=O)c1cccc(NC(=O)N2CCCc3ccccc32)c1	-0.2	3.7
O=C(NCC(c1cccnc1)N1CCN(c2ccc(F)cc2)CC1)c1cccc(Cl)c1 (stereo unspecified)	26.3	29.2
O=C1NC2(Nc3ccccc31)C(=O)Nc1ccccc12 (stereo unspecified)	-1.0	-1.6
O=C(Nc1ccc(F)cc1F)c1noc2c1CCC2	6.8	18.9
CCCS(=O)(=O)N1CCC(C(=O)NCCc2ccc(OC)c(OC)c2)CC1	0.0	15.1
CCOC(=O)c1sc2ccc(S(=O)(=O)N3CCCCC3)cc2c1N	-0.4	-0.3
COc1cccc(-n2nnnc2SCC(=O)NCc2ccco2)c1	-3.3	-16.2
CCOC(=O)N1CCC(NC(=O)c2cccnc2SC)CC1	8.1	46.0
c1ccc(-c2noc(-c3cccnc3)n2)nc1	-0.1	5.2
COc1ccc(C2=NOC(C(=O)Nc3ccc(C(C)=O)cc3)C2)cc1OC (stereo unspecified)	-0.4	5.9
CCOc1ccccc1C1CC(=O)NC(SCC)=C1C#N (stereo unspecified)	-0.1	10.1
CCOc1ccc(NC(=O)C2CC(=O)N(C(C)C)C2)cc1 (stereo unspecified)	-0.7	2.2
O=C1CC(C(=O)Nc2ccccc2)C2(CCCC2)O1 (stereo unspecified)	0.4	8.3
COc1ccc(S(=O)(=O)N(CCN2CCOCC2)Cc2cc(OC)ccc2OC)cc1	5.0	14.9
CCOc1ccc(CCNC(=O)C2CCN(c3nn4c(=O)cc(C)nc4s3)CC2)cc1	-1.5	-8.2
Cc1ccc(-n2nc(C(=O)NCc3ccco3)c3c4ccccc4n(C)c3c2=O)cc1	-0.8	23.5
CC1=C(C(N)=O)C(c2ccccc2)n2nc(-c3cccc(C)c3)nc2N1 (stereo unspecified)	-1.5	-3.2
CN(C)CCNc1nc2c(c(=O)[nH]c(=O)n2C)n1CCCc1ccccc1	-0.6	16.1
COc1cc(S(=O)(=O)NC2CCCCC2C)ccc1Cl (stereo unspecified)	-1.1	2.8
COC(=O)c1ccccc1NC1c2ccccc2C(=O)N1c1cccnc1 (stereo unspecified)	-1.4	-0.3
Cn1c(=O)c2c(nc(NCc3ccc4c(c3)OCO4)n2Cc2ccccc2F)n(C)c1=O	1.3	9.2
c1cc(C(c2nnnn2C2CCCC2)N2CCOCC2)ccn1 (stereo unspecified)	-0.4	-9.8
COc1ccc(CCNC(=O)c2nnn(CC(=O)Nc3ccccc3)c2N)cc1OC	-2.1	-5.0
COc1cc(C2N(c3ccc(Cl)c(Cl)c3)C(=O)C3CCCN32)cc(OC)c1OC (stereo unspecified)	-5.4	-16.1
CCOC(=O)Cn1c(=O)oc2cc(S(=O)(=O)Nc3c(C)cc(C)cc3C)ccc21	20.4	31.6
CN(C)S(=O)(=O)Nc1ccccc1C(N)=O	0.0	6.3
CC(C)(C)NC(=O)CC(CC(=O)O)c1ccccc1 (stereo unspecified)	-0.4	-6.1
CCOC(=O)N1CCN(C(=O)C(NS(=O)(=O)c2cccc3nsnc23)c2ccccc2)CC1 (stereo unspecified)	-0.2	-45.4
CC(=O)OC(C(=O)NCc1ccco1)c1cccnc1 (stereo unspecified)	-0.7	-0.8
CC(=O)O[C@]1(C(C)=O)CC[C@H]2[C@@H]3C=C(Cl)C4=CC(=O)CC[C@]4(C)[C@H]3CC[C@@]21C	17.7	28.6
Cc1c(Cl)cccc1NC(=O)CC(NCCN1CCOCC1)C(=O)O (stereo unspecified)	-2.1	-12.9
CO[C@H]1C=CO[C@@]2(C)Oc3c(C)c(O)c4c(O)c(c(C=NN5CCN(C)CC5)c(O)c4c3C2=O)NC(=O)C(C)=CC=C[C@H](C)[C@H](O)[C@@H](C)[C@@H](O)[C@@H](C)[C@H](OC(C)=O)[C@@H]1C	-13.2	-31.0
CC(C)OP(=O)(c1ccc(N(C)C)cc1)C(O)c1ccccc1F (stereo unspecified)	-2.3	3.8
O=C(CC1CCCCC1)NCc1cn2ccsc2n1	-1.2	-21.7
O=C(Nc1ccc(-n2nncc2-c2ccco2)cc1)c1ccc(F)cc1	-0.8	-8.7
CC1CCCC(NC(=O)c2cn(C)c3ccc(S(=O)(=O)N4CCCC4)cc3c2=O)C1C (stereo unspecified)	-3.8	-16.1
Cc1ccccc1-c1nc(CN2CCCC(C(=O)NCc3cccnc3)C2)c(C)o1 (stereo unspecified)	-6.8	-13.4
O=c1[nH]c(C2CCCN(S(=O)(=O)c3ccccc3)C2)nc2c1nnn2Cc1ccccc1F (stereo unspecified)	18.9	46.2
CSc1ccc(-c2nc(CSCC(=O)N3CCOCC3)c(C)o2)cc1	0.3	-7.8
Cc1cnc(C(=O)Nc2nnc(C(C)C)s2)cn1	-0.8	1.1
CC(C)N1C(=O)C2C(C(=O)NC3CCCCC3)C3C=CC2(O3)C1C(=O)NC1CCCC1 (stereo unspecified)	-2.6	-16.1
O=C(NCCN1C(=O)C2C3C=CC(C3)C2C1=O)N1CCOCC1 (stereo unspecified)	0.1	5.0
COc1ccc(OC)c(S(=O)(=O)NCCC2=CCCCC2)c1	1.4	3.9
COCCCN=CC1=C(O)CC(C)(C)CC1=O	-0.6	-28.7
CCCCOc1ccc(-c2nnc(N)s2)cc1	0.6	15.3
COc1ccc2c(c1OC)C(=O)N1c3ccccc3COC21 (stereo unspecified)	-1.3	15.5
C/C(Cl)=C\Cn1c(Nc2ccc(C)cc2)nc2c1c(=O)n(C)c(=O)n2C	-1.0	-5.9
O=C(c1csc2ccccc12)n1cccn1	-2.5	-6.0
Cc1ccc(C)n1-c1ccc(N2CCOCC2)cc1	0.1	5.2
CCCCOc1ccc(S(=O)(=O)Nc2cccnc2)cc1	2.0	20.4
CSc1nnc2c(n1)OC(c1cccn1C)N(C(C)=O)c1ccccc1-2 (stereo unspecified)	-3.9	-9.3
COc1ccc(-c2nc(CS(=O)CC(=O)NCCC3=CCCCC3)c(C)o2)cc1 (stereo unspecified)	-3.3	-12.6
OCc1cn(-c2ccccc2)nc1-c1ccc2c(c1)OCCO2	-0.3	4.4
c1ccc(CNc2nc3ccccc3n3cnnc23)nc1	-4.2	-7.6
CCc1nc(C)cn1S(=O)(=O)c1cc(C)c(OC)cc1C	-1.1	-5.4
Cc1cccc(C(=O)N(C)c2nnc(-c3ccncc3)s2)c1	-2.6	-15.0

Part of the list above, as a markdown table.
| canonical_smiles | S aureus QS inh | S aureus QS inh GFP MFI % |
| --- | --- | --- |
| Cc1cccc(C(=O)N(C)c2nnc(-c3ccncc3)s2)c1 | -2.6 | -15.0 |
| C/C(Cl)=C\Cn1c(Nc2ccc(C)cc2)nc2c1c(=O)n(C)c(=O)n2C | -1.0 | -5.9 |
| O=C(c1csc2ccccc12)n1cccn1 | -2.5 | -6.0 |

Further entries follow.
SMILES	S aureus QS inh	S aureus QS inh GFP MFI %
CCOC(=O)c1ccc(Oc2nc(NC)nc(OC)n2)cc1	0.2	12.0
O=C(CN1CCCCC1)Nc1cccc2c1OCO2	-4.4	-10.5
CCN(CC)CCC(=O)NC(C)(C)Cc1ccc(O)cc1	-0.7	4.0
C=CCNc1nc(NC(C)(C)CO)nc(OCC)n1	-1.2	-13.7
Cc1ccc(C(c2nnnn2CCC(C)C)N2CCN(C)CC2)cc1 (stereo unspecified)	0.0	3.1
CC(C)C(C(=O)Nc1ccc2c(c1)OCCO2)N1C(=O)c2ccccc2C1=O (stereo unspecified)	-0.1	2.3
Cc1ccc(S(=O)(=O)CCC(=O)Nc2ccc3c(c2)OCO3)cc1	-1.3	-6.8
Cc1c(C2Nc3ccccc3NC3=C2C(=O)CC(C)(C)C3)cnn1C (stereo unspecified)	-0.3	0.5
O=C(c1ccc(Br)o1)N1CCN=C1SCc1cccnc1	-9.4	-17.4
CCCCCOc1ccc(C2C(C(C)=O)=C(C)Nc3ncnn32)cc1OC (stereo unspecified)	-0.4	-5.7
Cc1nn(-c2ccccc2)c2sc(-c3n[nH]c(=S)o3)cc12	59.9*	66.5*
COc1ccc(NC(=O)CN2CCN(S(=O)(=O)c3ccc(C(C)C)cc3)CC2)cc1OC	-6.1	-12.6
O=C(Nc1ccc2c(c1)OCO2)C(c1ccccc1)N1CCN(C(=O)c2ccco2)CC1 (stereo unspecified)	1.7	9.5
CC1CCCCC1NC(=O)c1nn(C)c(=O)c2ccccc12 (stereo unspecified)	-3.9	-7.5
Cc1ccc(C2C3=C(CC(C)(C)CC3=O)N(CCN3CCOCC3)C3=C2C(=O)CC(C)(C)C3)cc1	1.9	12.5
